High-throughput results deposited in PubChem by The Scripps Research Institute Molecular Screening Center.
proKLK7 act: activates the human kallikrein-7 zymogen | P49862 | purified proKLK7, EDANS-DABCYL substrate fluorescence; 100% is mature enzyme control, 0% vehicle | activation, % at 7 µM | 0.9% of 370,000 active;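 active = activation above the mean of all tested compounds plus 3 SD, computed per campaign excluding outliers beyond control limits, cut at about 13% in these data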
Target sequence (P49862 whole entry, looked up): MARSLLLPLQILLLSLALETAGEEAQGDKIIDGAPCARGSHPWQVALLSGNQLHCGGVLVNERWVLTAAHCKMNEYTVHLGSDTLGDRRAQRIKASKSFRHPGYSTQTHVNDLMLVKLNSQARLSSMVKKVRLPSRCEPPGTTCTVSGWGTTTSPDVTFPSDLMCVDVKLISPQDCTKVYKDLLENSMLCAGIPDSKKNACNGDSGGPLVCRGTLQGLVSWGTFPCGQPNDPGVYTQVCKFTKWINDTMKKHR
TDP2 inh: blocks human TDP2 phosphodiesterase activity. 0.34% of 370,000 active. AID 720702. recombinant TDP2, T5PNP hydrolysis, p-nitrophenol absorbance 415 nm. inhibition, % at 12.8 µM. O95551;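 active = inhibition above the mean of all tested compounds plus 3 SD, set per campaign, cut at about 25% in these data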;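 note: 0% = DMSO with enzyme and 100% = buffer with substrate but no TDP2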
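Test system: Human TDP2 enzyme | Reagent: 5 mM T5PNP | Compound dosing: 12.8 µM single point, 1% DMSO | Incubation: Enzyme reaction with compound for 2 h at 37 °C | Technique: p-Nitrophenol epi absorbance | Read-out: % inhibition relative to enzyme-containing and enzyme-free wells | Benchmarks: High control without enzyme, low control DMSO plus TDP2 | Replicates: Singlicate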
LEDGF integ inh: blocks HIV-1 LEDGF/p75-dependent DNA integration | TR-FRET IN-LEDGF/p75 DNA integration, Eu/Cy5 | 0.64% of 370,000 active | AID 743269 | inhibition, % at 3.7 µM;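 active = inhibition above the screen-wide mean plus 3 SD, cut at about 13% in these data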;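 note: signal is the Cy5 over europium emission ratio at 671 and 618 nm; 0% = plate median of compound wells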
UHRF1 MBD2 ctr: blocks human UHRF1 binding to methylated DNA; Q96T88; UHRF1 binding to methylated oligo, TR-FRET; inhibition, % at 4.4 µM; 0.75% of 370,000 active; AID 687016; in the data active = inhibition above about 21%;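 note: UHRF1 SRA domain binding a hemimethylated CpG hairpin DNA probe; 0% = median of test compound wells and 100% = reference inhibitor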
TCR CD3 inh: human TCR-CD3 binding inhibition. inhibition, % at 9.4 µM. AID 651800. TAMRA-labeled TCR probe fluorescence, biochemical. 0.37% of 360,000 active; in the data active = inhibition above about 19%;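 note: recombinant mutant TCR 2C K166C tagged with TAMRA read by polarization; 0% = receptor in buffer alone and 100% = receptor with positive control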
DDE Tn7 FP inh: disrupts Tn7 cyclic peptide binding to fibrin D-Dimer-E complex. inhibition, % at 8.3 µM. FP displacement of FITC-Tn7 peptide from fibrin DD(E); 0% = median of compound wells per plate. 0.13% of 370,000 active;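 active = inhibition above the mean of compounds falling within the control limits plus 3 SD of them, cut at about 14% in these data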;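 note: 0% = plate median of compound wells and 100% = 10 µM Aha-Tn7 peptide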
Target sequence (P02675 whole entry, looked up): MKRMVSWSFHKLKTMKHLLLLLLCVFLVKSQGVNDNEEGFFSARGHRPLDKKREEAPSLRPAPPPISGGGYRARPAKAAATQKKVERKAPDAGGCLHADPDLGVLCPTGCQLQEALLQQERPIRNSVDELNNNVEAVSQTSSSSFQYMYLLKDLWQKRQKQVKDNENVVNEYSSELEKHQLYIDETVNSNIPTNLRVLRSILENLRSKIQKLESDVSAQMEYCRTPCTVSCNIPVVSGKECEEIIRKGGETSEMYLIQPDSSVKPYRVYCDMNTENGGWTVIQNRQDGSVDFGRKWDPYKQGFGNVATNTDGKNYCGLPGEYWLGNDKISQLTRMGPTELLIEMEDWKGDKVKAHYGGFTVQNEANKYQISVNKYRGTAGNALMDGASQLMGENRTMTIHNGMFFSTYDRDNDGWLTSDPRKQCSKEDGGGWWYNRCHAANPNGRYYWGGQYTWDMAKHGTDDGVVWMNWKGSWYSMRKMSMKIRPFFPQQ
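assay system = human clot-derived fibrin DD(E) complex | quantity = Fibrin-DD(E) at 2 µM final | timing = 10 min preincubation, 3 h with tracer, room temperature | signal = fluorescence polarization | measure = percent inhibition | benchmarks = high control wells with 10 µM unlabelled Aha-Tn7 peptide (full inhibition) | replicates = singlicate testing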
PRMT1 FP inh: inhibitors of human PRMT1; recombinant PRMT1, activity-based probe fluorescence polarization; inhibition, % at 2.79 µM; 1.3% of 370,000 active;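 active = inhibition above about 21% made by adding two undisclosed values, limit read from the data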
Target sequence (Q99873 whole entry, looked up): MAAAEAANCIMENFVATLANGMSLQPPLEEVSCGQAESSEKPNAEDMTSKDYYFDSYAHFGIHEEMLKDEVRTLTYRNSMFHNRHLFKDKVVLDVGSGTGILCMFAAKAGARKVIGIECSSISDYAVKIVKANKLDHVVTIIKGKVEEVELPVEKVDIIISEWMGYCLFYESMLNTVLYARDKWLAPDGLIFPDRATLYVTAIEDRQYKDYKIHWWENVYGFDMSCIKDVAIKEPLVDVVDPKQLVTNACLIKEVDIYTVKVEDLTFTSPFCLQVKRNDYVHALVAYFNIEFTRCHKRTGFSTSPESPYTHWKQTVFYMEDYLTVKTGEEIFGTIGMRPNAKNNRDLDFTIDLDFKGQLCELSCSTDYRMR
MBD2 inh: inhibitors of human MBD2 binding to methylated oligonucleotide; inhibition, % at 4.4 µM; 0.31% of 370,000 active; AID 686964; Q9UBB5; TR-FRET; in the data active = inhibition above about 13%
Tn6 DDE FP: DD(E)-Tn6 binding inhibition, primary FP screen | P02675 | Fibrin DD(E) TRITC-Tn6 fluorescence polarization displacement | inhibition, % at 8.3 µM | 0.21% of 370,000 active | AID 720509;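 active = inhibition above a per-campaign cutoff: mean of compounds within control limits plus 3 SD, cut at about 15% in these data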;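 note: 0% = median of all compound wells on the plate and 100% = blocking peptide control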
SIAE inh: human SIAE inhibition, primary screen; inhibition, % at 9.66 µM; 0.69% of 370,000 active; SIAE FP-Rh probe binding, fluorescence polarization; Q9HAT2;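 active = inhibition above a cutoff: mean of compounds within the control limits plus 3 SD of those, cut at about 17% in these data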;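 note: 0% = plate median of compound wells and 100% = probe without SIAE protein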
The depositor's hits bear a star; . = not tested or not shown.

SMILES	proKLK7 act	TDP2 inh	LEDGF integ inh	UHRF1 MBD2 ctr	TCR CD3 inh	DDE Tn7 FP inh	PRMT1 FP inh	MBD2 inh	Tn6 DDE FP	SIAE inh
Cc1ccc(C)c(CSC2=NCCN2C(=O)Cc2ccc([N+](=O)[O-])cc2)c1	0.4	2	-2	-1	7	5	-1	-3	-1	-3
CC(=O)Nc1ccc(S(=O)(=O)N(C)c2ccc(OCCOc3ccccc3F)cc2)cc1	-0.1	5	4	-7	4	-5	1	0	-13	-28
Cc1cccc(NS(=O)(=O)c2ccc3[nH]c(=O)cc(C(=O)O)c3c2)c1	-0.2	5	1	2	-2	0	1	4	0	3
CCCOC1CCCN(C(=O)c2cc(COc3cncc(Cl)c3)on2)C1 (stereo unspecified)	-0.5	-13	-4	4	-6	-1	1	-1	0	5
N#C/C(=C\c1cc2ccccc2nc1N1CCCCC1)C(N)=O	1.4	-16	2	-6	-9	-2	-3	-12	-2	-14
CCc1cc(C(=O)N2CCN(S(=O)(=O)c3ccccc3F)CC2)sc1C	0.3	6	3	2	-3	0	1	-4	-1	-4
COc1cc(SSc2cc(OC)cc([N+](=O)[O-])c2N)c(N)c([N+](=O)[O-])c1	0.1	-11	1	-21	-8	4	76*	-24	-3	25*
CCOC(=O)C1(CC2CCCCO2)CCN(C(=O)Nc2cccc(SC)c2)CC1 (stereo unspecified)	-0.2	-14	6	3	-8	1	-4	-3	-3	-3
CCCCN(CC)C(=O)Cn1ncc2c3ccccc3n(CCC)c2c1=O	-0.1	-11	4	1	0	-1	1	-1	-1	2
O=C(CCCCCN1C(=O)c2ccccc2C1=O)NC1CCCC1	0.1	-5	66*	-1	8	5	0	1	-1	-5
CC(=O)c1cccc(-n2nnnc2SCC(=O)NNC(=O)C(C)C)c1	-0.5	0	-1	0	1	-1	-2	1	-7	9
COC(=O)C1=C(C(=O)OC)[C@@H]2N(Cc3ccccc3)c3ccccc3[C@@]23C[C@@H](C(=O)OC)N(C(=O)NC(C)(C)C)C3=N1	-0.2	11	-2	-2	1	9	-3	-5	0	4
O=C(Nc1ccccc1)N1CCc2ccccc21	-0.2	5	-1	0	-4	-4	2	6	-2	5
CCn1c(-c2cc(-c3cccc(OC)c3)nc3ccccc23)n[nH]c1=S	2.2	0	-1	5	-6	-4	4	2	8	-2
O=C(Nc1cccc(NC(=O)c2ccco2)n1)c1ccco1	-0.1	6	2	1	-9	0	3	0	-1	-9
CCOC(=O)C1(CC2CCCCO2)CCN(Cc2nccn2-c2cccc(C)c2)CC1 (stereo unspecified)	0.6	-19	8	4	-5	-5	-1	2	6	-1
COCCNC(=O)CN1C(=O)COc2ccc(S(=O)(=O)N3CCCCCC3)cc21	-0.4	-5	-4	3	-4	4	2	1	1	0
NC(=O)C(c1ccc(Cl)cc1)c1ccc(Sc2ccccc2)nn1 (stereo unspecified)	0.5	-3	-2	-2	2	-1	-1	-1	2	6
CCOC(=O)c1ccc(OCC2NCCc3cc(OC)c(OC)cc32)cc1 (stereo unspecified)	1.2	10	3	0	10	9	-4	1	4	3
O=C(COc1ccc2ccccc2c1)N1CCCC1	-0.1	-4	-3	-4	-4	6	-1	0	7	8
CC(=O)Nc1nc(-c2ccc3ccccc3c2)cs1	0.1	-3	3	0	0	-4	1	0	-10	-6
COc1cc(/C=C/C(=O)OCC(=O)N(C)Cc2ccccc2)cc(OC)c1OC	0.3	4	-2	0	1	-1	0	2	-2	0
CCn1c(Cc2cccc3ccccc23)nnc1SCC(=O)Nc1nccs1	0.3	0	-3	-2	-3	5	-2	0	-2	0
CN(CCc1ccccn1)c1ccccc1	0.9	-7	-4	3	-9	-3	13	2	-2	5
O=C(NC1CCCCC1)c1ccc(-c2ccccc2)cc1	0.3	-2	-4	3	-9	-5	42*	2	-7	-10
(cont.)
SMILES	proKLK7 act	TDP2 inh	LEDGF integ inh	UHRF1 MBD2 ctr	TCR CD3 inh	DDE Tn7 FP inh	PRMT1 FP inh	MBD2 inh	Tn6 DDE FP	SIAE inh
O=C1OC(c2ccc(Cl)cc2)=N/C1=C\c1cccnc1	-0.5	2	-4	3	-6	4	1	5	-5	1
CCOC(=O)C1=C(N2CCCCC2)c2cc3c(n2C1=O)CCCC3	-0.5	3	1	-4	3	4	-1	-15	1	8
CN(CCc1ccccc1)C(=O)c1cccc(NC(=O)Cc2cccc(NC(=O)C3CCCN(C(=O)c4ccccc4)C3)c2)c1 (stereo unspecified)	0.7	-6	6	0	1	-1	-4	4	3	0
CCOc1cc(S(=O)(=O)n2ccc(C)n2)ccc1Br	0.7	5	-1	1	1	8	-3	-4	0	-2
CCOc1ccc(S(=O)(=O)N2CCC(C(=O)NCc3ccccc3CN3CCCC3)CC2)cc1	0.2	-11	2	-1	2	-3	-7	5	-2	-2
CC(C)C[C@@H]1COc2cccc(N3CCSCC3)c2S(=O)(=O)N1C	-0.3	0	-2	1	.	-7	-2	3	3	0
CCCc1nc2ccccc2n1C(CCSC)C(=O)NC(C)(C)C (stereo unspecified)	-0.7	-13	3	1	4	0	0	1	-3	1
Cc1nc2ccc(NC(=O)c3ccc(S(=O)(=O)N(C)c4ccccc4)cc3)cc2s1	1.3	-16	5	26*	6	-5	0	1	-11	-76
CCn1c(C(=O)N2CCC(C(=O)NCc3cccs3)CC2)cc2sccc21	1.3	-2	0	0	5	-6	1	0	4	0
CCOc1ccc(NS(=O)(=O)c2ccc(C(=O)N3CCCCC3)cc2)cc1	-0.5	11	-1	0	3	7	-3	-5	0	2
O=C(NNc1nc2cc3c(cc2s1)OCO3)c1cccc(F)c1	1.8	-2	-4	-1	-1	7	33*	6	1	-3
COc1ccc(NC(=O)c2nc[nH]c2C(=O)NCc2ccccc2)cc1	0.2	4	-1	3	-5	3	0	5	-6	-3
CCCCSc1cnn(-c2ccccc2)c(=O)c1SCCCC	0.9	-6	-3	4	4	-7	0	5	-9	2
CN(C)C(CNC(=O)c1ccc(NC(=O)c2cccs2)cc1)c1ccccc1 (stereo unspecified)	0.2	-1	-1	3	-6	2	1	-1	-3	-2
N#CCC(=O)Nc1ccc(C(=O)OCC(=O)NC2CCCCCC2)cc1	0.4	3	-5	5	-1	10	4	9	-11	-17
CCCCOc1ccc(NC(=O)Nc2nnc(C)s2)cc1	-0.5	-15	-3	3	-5	-2	3	-1	-1	7
O=C(COC(=O)c1cc(S(=O)(=O)N2CCOCC2)ccc1F)c1ccc[nH]1	0.5	3	-3	-2	-3	5	2	7	1	4
COc1ccccc1N1CCN(Cc2nc3ccsc3c(=O)[nH]2)CC1	0.1	4	3	-1	6	-3	-4	-4	-6	1
Cc1[nH]c2ccccc2c1Cc1nnc(SCC(=O)NCc2ccco2)o1	3.2	-8	-3	-1	0	6	2	-7	9	5
Cc1ccc(NC2=NC3(CCCC3)N=C(N)N2)c(C)c1	0.3	-1	3	0	-1	1	-1	-3	0	-4
Cc1ccc(S(=O)(=O)NCCC(=O)NNC(=O)COc2ccc(Br)cc2)cc1C	-0.8	-4	-3	-1	5	6	0	0	9	-8
O=C(NCc1ccccc1)C1CCCN(C(=O)NCc2ccccc2)C1 (stereo unspecified)	-0.4	2	-2	-1	-5	-4	1	-5	6	5
COc1ccccc1CNC(=O)CSc1nc2c(oc3ccccc32)c(=O)n1CC1CCCO1 (stereo unspecified)	-0.1	-6	3	2	2	-1	-3	3	-1	-3
O=C(Cn1nnc2c(cnn2-c2ccc(F)cc2)c1=O)Nc1ccccc1C(F)(F)F	0.4	-5	-6	-1	3	2	0	-4	1	-3
O=C(NCc1csc(-c2ccccc2)n1)c1ccco1	-0.3	6	-1	0	5	11	0	0	1	5
Next part
SMILES	proKLK7 act	TDP2 inh	LEDGF integ inh	UHRF1 MBD2 ctr	TCR CD3 inh	DDE Tn7 FP inh	PRMT1 FP inh	MBD2 inh	Tn6 DDE FP	SIAE inh
CCN(Cc1ccccc1)Cc1c(F)cccc1F	0.6	-1	4	3	-3	-4	0	0	8	-1
CNC(=O)C1CCN(S(=O)(=O)c2c(C)noc2/C=C/N(C)C)CC1	0.2	-5	0	1	-4	-2	3	2	-4	2
CCOC(=O)Cn1nc(C)c(NC(=O)COc2ccccc2)c1C	0.0	0	-2	0	12	1	-1	0	1	-11
C=CCOc1ccc(/C=C/C(=O)OCC(=O)NC(C)c2ccc(F)cc2)cc1 (stereo unspecified)	-0.8	-23	1	4	4	3	-2	-2	5	-6
CCn1c(NCc2cc(OC)ccc2OC)nc2ccccc21	-1.2	2	2	0	8	4	0	-4	2	4
COc1ccc(/C=C2/N=C(SC)NC2=O)cc1OC	-0.3	-16	-8	-2	-2	6	-1	-5	-2	-5
Cc1cc(OCC(=O)OC(C)C(=O)Nc2ccc(N3CCOCC3)cc2)ccc1Cl (stereo unspecified)	-0.1	-7	-8	1	-6	-3	3	-3	-1	4

13 entries from above, with two lines to a compound:
Values in the order: proKLK7 act, TDP2 inh, LEDGF integ inh, UHRF1 MBD2 ctr, TCR CD3 inh, DDE Tn7 FP inh, PRMT1 FP inh, MBD2 inh, Tn6 DDE FP, SIAE inh
> Cc1ccc(C)c(CSC2=NCCN2C(=O)Cc2ccc([N+](=O)[O-])cc2)c1
  0.4, 2, -2, -1, 7, 5, -1, -3, -1, -3
> CC(=O)Nc1ccc(S(=O)(=O)N(C)c2ccc(OCCOc3ccccc3F)cc2)cc1
  -0.1, 5, 4, -7, 4, -5, 1, 0, -13, -28
> Cc1cccc(NS(=O)(=O)c2ccc3[nH]c(=O)cc(C(=O)O)c3c2)c1
  -0.2, 5, 1, 2, -2, 0, 1, 4, 0, 3
> CCCOC1CCCN(C(=O)c2cc(COc3cncc(Cl)c3)on2)C1 (stereo unspecified)
  -0.5, -13, -4, 4, -6, -1, 1, -1, 0, 5
> N#C/C(=C\c1cc2ccccc2nc1N1CCCCC1)C(N)=O
  1.4, -16, 2, -6, -9, -2, -3, -12, -2, -14
> CCc1cc(C(=O)N2CCN(S(=O)(=O)c3ccccc3F)CC2)sc1C
  0.3, 6, 3, 2, -3, 0, 1, -4, -1, -4
> COc1cc(SSc2cc(OC)cc([N+](=O)[O-])c2N)c(N)c([N+](=O)[O-])c1
  0.1, -11, 1, -21, -8, 4, 76*, -24, -3, 25*
> CCOC(=O)C1(CC2CCCCO2)CCN(C(=O)Nc2cccc(SC)c2)CC1 (stereo unspecified)
  -0.2, -14, 6, 3, -8, 1, -4, -3, -3, -3
> CCCCN(CC)C(=O)Cn1ncc2c3ccccc3n(CCC)c2c1=O
  -0.1, -11, 4, 1, 0, -1, 1, -1, -1, 2
> O=C(CCCCCN1C(=O)c2ccccc2C1=O)NC1CCCC1
  0.1, -5, 66*, -1, 8, 5, 0, 1, -1, -5
> CC(=O)c1cccc(-n2nnnc2SCC(=O)NNC(=O)C(C)C)c1
  -0.5, 0, -1, 0, 1, -1, -2, 1, -7, 9
> COC(=O)C1=C(C(=O)OC)[C@@H]2N(Cc3ccccc3)c3ccccc3[C@@]23C[C@@H](C(=O)OC)N(C(=O)NC(C)(C)C)C3=N1
  -0.2, 11, -2, -2, 1, 9, -3, -5, 0, 4
> O=C(Nc1ccccc1)N1CCc2ccccc21
  -0.2, 5, -1, 0, -4, -4, 2, 6, -2, 5
